Compound activity deposited in PubChem BioAssay by several laboratories.
EphB4 ephrin blk = antagonists of human EphB4-ephrin-B2 interaction | inhibition, % at 7 µM | EphB4 LBD / TNYL-RAW-Alexa532 peptide, fluorescence polarization | 0.15% of 97,000 active | P54760;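 active = inhibition above the screen-wide mean inhibition plus 3 SD, cut at about 15% in these data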;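 also: 0% = DMSO wells and 100% = excess unlabeled TNYL-RAW peptide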
Target sequence (P54760 whole entry, looked up, the tested form may be a part): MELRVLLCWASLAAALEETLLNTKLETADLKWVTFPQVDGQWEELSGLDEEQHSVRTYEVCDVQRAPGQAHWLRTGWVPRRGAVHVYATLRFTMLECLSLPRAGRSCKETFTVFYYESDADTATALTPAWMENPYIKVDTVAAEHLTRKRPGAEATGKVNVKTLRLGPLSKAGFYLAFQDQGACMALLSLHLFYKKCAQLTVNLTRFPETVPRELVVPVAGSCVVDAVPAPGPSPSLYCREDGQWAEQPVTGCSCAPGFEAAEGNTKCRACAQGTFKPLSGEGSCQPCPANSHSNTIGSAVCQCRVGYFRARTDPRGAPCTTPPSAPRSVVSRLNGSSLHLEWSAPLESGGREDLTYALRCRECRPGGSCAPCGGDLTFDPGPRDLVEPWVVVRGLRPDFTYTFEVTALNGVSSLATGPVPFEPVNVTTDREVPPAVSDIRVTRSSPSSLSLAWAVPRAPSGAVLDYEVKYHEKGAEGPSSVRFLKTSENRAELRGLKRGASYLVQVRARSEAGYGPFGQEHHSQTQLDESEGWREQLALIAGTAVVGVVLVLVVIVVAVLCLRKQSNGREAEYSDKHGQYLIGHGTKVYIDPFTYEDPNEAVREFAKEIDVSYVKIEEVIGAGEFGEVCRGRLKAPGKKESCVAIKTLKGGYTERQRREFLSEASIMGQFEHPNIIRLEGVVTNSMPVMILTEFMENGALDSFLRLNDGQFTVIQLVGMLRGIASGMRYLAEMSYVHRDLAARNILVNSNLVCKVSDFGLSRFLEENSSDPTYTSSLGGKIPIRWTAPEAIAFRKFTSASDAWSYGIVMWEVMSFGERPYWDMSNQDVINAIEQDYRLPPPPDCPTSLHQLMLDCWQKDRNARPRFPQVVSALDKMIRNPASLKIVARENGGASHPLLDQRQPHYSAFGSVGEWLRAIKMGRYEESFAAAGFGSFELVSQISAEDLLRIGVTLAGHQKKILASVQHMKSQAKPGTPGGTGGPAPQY
PTK2B oligo ant = Pyk2 (human) oligomerization antagonism. Q14289. Q293 cells, Pyk2 FERM NanoBiT luminescence; stronger effect = lower value. z-score (the deposit names both 25 µM and 10 µM). 0.83% of 99,000 active. AID 1347419;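 active = Z-score of -3 or lower, scaled per plate to the spread of control and sample wells; inactive = z-score above -3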;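 also: negative z-score means lost luminescence so less FERM oligomerization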
The depositor's hits bear a star. A portion of the library; count on the stated rates, not on these rows.

SMILES	EphB4 ephrin blk	PTK2B oligo ant
O=C(N/N=C/C=C/c1ccco1)C(O)c1ccccc1 (stereo unspecified)	-3	0.18
COC(=O)c1ccc(NC(=O)CCN2CCN(CCC(=O)Nc3ccc(C(=O)OC)cc3)CC2)cc1	-5	1.5
COc1cc(NC(=O)Cc2nn(C)c(=O)c3ccccc23)cc(OC)c1OC	-3	1.4
CCCCOc1ccccc1C1NC(=O)NC(C)=C1C(=O)OCCOC (stereo unspecified)	-3	-0.51
C=CCN(CC(=O)NCc1ccc(F)cc1)C(=O)c1csnn1	4	0.08
Cc1ccc(S(=O)(=O)Cn2nnnc2C(c2ccccc2)N2CCN(c3ccccc3)CC2)cc1 (stereo unspecified)	4	-0.82
CC(C)Cc1cc(C(=O)O)c2ccccc2n1	-7	0.76
CN(C)CCCC1(O)c2ccccc2C=Cc2ccccc21	5	0.26
CC1=CCC(C(=O)O)C(C(=O)Nc2nc3ccc(S(C)(=O)=O)cc3s2)C1 (stereo unspecified)	-4	-0.54
O=C(CSc1nc2ccsc2c(=O)n1NC(=O)c1ccccc1)Nc1nccs1	-5	-1.1
CC1CN(C2CCN(C(=O)COc3ccccc3)CC2)CC(C)O1 (stereo unspecified)	1	-0.44
CCOC(=O)N1CCN(CCC(=O)Nc2cc(OC)cc(OC)c2)CC1	3	-0.46
c1ccc(C(c2ccccc2)N2CCN(Cc3nnnn3C3CCCCC3)CC2)cc1	7	-0.77
Cc1ccc(NC(=O)C2(c3ccccc3)CCCC2)nc1	-2	-0.2
CCOC(=O)c1ccc(NC(=O)CSc2nnc(C3CC3)n2CC)cc1	-4	0.16
Nc1ccccc1C(=O)N(Cc1ccccc1)Cc1ccccc1	4	-1.2
O=C1C2C3C=CC(C3)C2C(=O)N1c1nc2ccccc2s1 (stereo unspecified)	5	0.89
Cn1c(/C(C#N)=N/O)nc2ccccc21	2	0.87
COc1ccc(NC(=O)CSc2ccc(C)cc2)cc1	-2	1.6
CCCCNC(=S)NNC(=O)c1csc(CC)c1	-7	-0.18
CC1(C)CCc2nc(SCc3ccccc3)c(C#N)cc2C1	-8	-0.35
CCOc1ccc(NC(=O)CN(Cc2ccccc2)S(C)(=O)=O)cc1	0	-0.46
O=C(Cc1ccccc1)N/N=C/c1ccc(OC(=O)/C=C\c2ccco2)cc1	7	-0.15
Cc1cc(NC(=O)CCn2c(=O)sc3ccccc32)no1	5	0.9
O=C(O)CCCCCN1C(=O)C2CCCCC2C1=O (stereo unspecified)	-1	0.15
COc1ccc2nc(NCCCO)[nH]c2c1	-3	-0.69
Cc1ccccc1NC(=O)Cc1ccccc1	3	-0.24
COc1ccc(-n2c(O)c(Cc3ccccc3)c(=O)n3nc(-c4ccccc4)c(=O)cc23)cc1	-5	-1.3
CC(=O)CSc1nnc(Cc2ccc3c(c2)OCO3)o1	6	0.95
CCn1c(SCC(=O)Nc2ccc(OC)cc2)nnc1-c1ccco1	-6	0.3
Cc1cc(=O)n2c(nc3ccccc32)[nH]1	-8	-0.35
CCc1ccc(/C=N/Nc2nn[nH]n2)cc1	-3	-0.07
CCc1ccc2oc(C(=O)NCc3ccncc3)c(C)c2c1	-1	-1.1
CCCCNS(=O)(=O)c1ccc(OC)c(C)c1	2	-0.19
COc1ccnc(CSC(N)=Nc2ccccc2OC)c1	-1	-0.8
Cc1ccc2c3c([nH]c2c1C)-c1nonc1CC3	0	-0.02
S=C(c1ccc[nH]1)N1CCOCC1	-9	0.15
CCOC(=O)c1ccc(NC(=O)CSc2nc3cccnc3n2C)cc1	-3	0.7
CCOc1ccc(-n2c(SC(C)C(=O)OC)nc3c(c2=O)SCC3)cc1 (stereo unspecified)	1	-0.14
Cc1cn(C2OC(COC(=O)c3ccccc3)C(OC(=O)c3ccccc3)C2OC(=O)c2ccccc2)c(=O)[nH]c1=O (stereo unspecified)	1	-2.9
Cc1ccn2c(C(=O)N/N=C\c3ccccc3[N+](=O)[O-])c(C)nc2c1	0	-0.73
CCOC(=O)c1nn(-c2ccc(OCC)cc2)c2nc(CC(C)C)c(C#N)c(=O)n12	-2	1.2
COCc1nnc(NC(=O)CC(C)C)s1	8	-0.33
Cc1ccc(Nc2nc(N)nc(CSc3nncn3C)n2)cc1	0	0.23
CCCCc1n[nH]c2c1/C(=N/O)CC(C)(C)C2	6	-1
Cc1ccc(NCN2C(=O)C3CC=CCC3C2=O)cc1 (stereo unspecified)	4	-0.87
CCOC(=O)c1ccc(N2C(=O)CC(N3CCC(C(N)=O)(N4CCCCC4)CC3)C2=O)cc1 (stereo unspecified)	1	1.6
COc1ccc(S(=O)(=O)CCC(=O)Nc2ccc(OC)cc2OC)cc1	-10	1.1

16 entries out of the list, sorted by length of the SMILES, largest number first.
SMILES	EphB4 ephrin blk	PTK2B oligo ant
Cc1cn(C2OC(COC(=O)c3ccccc3)C(OC(=O)c3ccccc3)C2OC(=O)c2ccccc2)c(=O)[nH]c1=O (stereo unspecified)	1	-2.9
CCOC(=O)c1ccc(N2C(=O)CC(N3CCC(C(N)=O)(N4CCCCC4)CC3)C2=O)cc1 (stereo unspecified)	1	1.6
CCOC(=O)c1nn(-c2ccc(OCC)cc2)c2nc(CC(C)C)c(C#N)c(=O)n12	-2	1.2
Cc1ccn2c(C(=O)N/N=C\c3ccccc3[N+](=O)[O-])c(C)nc2c1	0	-0.73
CCOc1ccc(-n2c(SC(C)C(=O)OC)nc3c(c2=O)SCC3)cc1 (stereo unspecified)	1	-0.14
COc1ccc(S(=O)(=O)CCC(=O)Nc2ccc(OC)cc2OC)cc1	-10	1.1
CCOC(=O)c1ccc(NC(=O)CSc2nc3cccnc3n2C)cc1	-3	0.7
CCn1c(SCC(=O)Nc2ccc(OC)cc2)nnc1-c1ccco1	-6	0.3
CCc1ccc2oc(C(=O)NCc3ccncc3)c(C)c2c1	-1	-1.1
CCCCc1n[nH]c2c1/C(=N/O)CC(C)(C)C2	6	-1
Cc1ccc2c3c([nH]c2c1C)-c1nonc1CC3	0	-0.02
COc1ccnc(CSC(N)=Nc2ccccc2OC)c1	-1	-0.8
Cc1cc(=O)n2c(nc3ccccc32)[nH]1	-8	-0.35
CCc1ccc(/C=N/Nc2nn[nH]n2)cc1	-3	-0.07
COCc1nnc(NC(=O)CC(C)C)s1	8	-0.33
S=C(c1ccc[nH]1)N1CCOCC1	-9	0.15

Next section
SMILES	EphB4 ephrin blk	PTK2B oligo ant
COc1ccccc1CNC(=O)CCn1c(=O)sc2ccccc21	6	-0.64
Cc1ccc(C)n1-c1sc2c(c1C#N)CCCC2	4	-0.06
Cc1ccc(NCc2nnc(SCC#N)o2)c(C)c1	2	0.02
O=C(Oc1ccc(Cl)c2cccnc12)N1CCCCCC1	2	-0.46
COc1ccc(OCC(=O)OC(C)CN2CCOCC2)cc1 (stereo unspecified)	-4	0.01
COc1cccc2cc(C(=O)N3C(C)CCCC3C)c(=O)oc12 (stereo unspecified)	1	-0.56
CCC(=O)c1ccc(N2CCOCC2)c(F)c1	1	0.36
Cc1nc2ccc(C(=O)N3CCN(c4ccccc4)CC3)cc2s1	1	-0.62
CCOC(=O)C(NC(=O)c1ccccc1)(Nc1nnc(C)s1)C(F)(F)F (stereo unspecified)	-1	0.2
C=CCNC(=S)NNC(=O)c1ccc(OCCC)cc1	2	-0.68
CCc1ccccc1NC(=O)Cn1nc(C(F)(F)F)c2c1CCC2	3	-0.03
CCS(=O)(=O)N1CCC(C(=O)c2ccc(Cl)cc2)CC1	1	-0.62
Cc1ccc(C2NC(=O)NC(O)(C(F)(F)F)C2C(=O)c2ccccc2)o1 (stereo unspecified)	-8	-0.09
Cc1ccc2c(N)c(C(=O)N(c3ccccc3)c3ccccc3)sc2n1	3	0
Nc1nnc(COc2ccccc2)s1	9	0.3
Cc1cc(C)nc(SCCS(=O)(=O)Cc2ccc(Cl)cc2)n1	3	2.3
CCC(C)NS(=O)(=O)c1ccc(OCC(=O)N2CCCC2)cc1 (stereo unspecified)	-7	0.18
CC(C)(C)c1ccc(OC(=O)c2cccnc2)cc1	-3	0.01
CCCn1nnc(NC(=O)COc2ccc(CC)cc2)n1	7	2
CCC(C)(C)NC(=O)C(c1ccccc1)N(Cc1cccs1)C(=O)Cn1nnc2ccccc21 (stereo unspecified)	-1	-0.97
COc1ccc(-c2nn3c(-c4cccc(C)c4)nnc3s2)cc1OC	-3	-1.9
O=C(COc1ccc(S(=O)(=O)NCc2ccccc2)cc1)N1CCOCC1	-5	0.22
Cc1ccc(NC(=O)CN2C(=O)CSC2=O)cc1	0	0.54
C=C(C)c1cccc(C(C)(C)NC(=O)N2CCCC(C)C2)c1 (stereo unspecified)	-6	0.72
O=C(NCc1ccc2c(c1)OCO2)C1COc2ccccc2O1 (stereo unspecified)	2	-0.04
CC(=O)c1cnc2c(-c3ccccc3)c(C)nn2c1C	-1	0.36
CCOc1nc(Nc2cc(Cl)ccc2OC)nc(OCC)n1	-4	-0.36
Cc1cc([N+](=O)[O-])c(NCCCCCCO)c([N+](=O)[O-])c1	9	-0.55
CCOc1ccc(NC(=O)CSc2nnc(C)n2Cc2ccccc2)cc1	-6	-1.7
C=CCNC(=O)CSc1nnc(-c2ccncc2)n1CCc1ccccc1	0	0.29
CCOC(=O)c1oc2ccc(CNC(C)(C)C)c(Cl)c2c1C	-5	0.51
CCOC(=O)C(C)(C)Sc1ncnc2nc[nH]c12	6	0.68
Cc1ccc(N2CC(C(=O)NCc3cccs3)CC2=O)cc1C (stereo unspecified)	6	0.41
N#Cc1cc(Oc2ccccc2)c(-n2nnc3ccccc32)cc1C#N	-2	-0.86
COC(=O)C1=C(Nc2ccc(C)cc2)C=C(C)C(C(=O)OC)C1c1ccc(OC)cc1 (stereo unspecified)	-2	-1.8
CCNC(=S)NNC(=O)c1csc(CC)c1	-1	-0.06
O=C(Nc1cccc(NC(=O)c2cccnc2Cl)c1)c1ccco1	2	-0.73
COC(=O)c1cc(NC(=O)c2cc(C)oc2C)cc(C(=O)OC)c1	4	1.2
CCCNC(=O)c1ccc2snnc2c1	-1	0.81
COc1ccc(C2NC(=O)NC(C)=C2C(C)=O)cc1 (stereo unspecified)	6	-0.18
O=S(=O)(NC1CCCCCC1)c1ccc(Br)s1	4	-1.1
Cn1c(=O)c2c(nc(SCC(=O)NCc3ccc4c(c3)OCO4)n2Cc2ccc(Cl)cc2)n(C)c1=O	0	0.19
O=C(c1ccc(-n2cnnn2)cc1)N1CCCCC1	-3	0.53
Cc1ccc(OCCCn2cc(C#N)c3ccccc32)cc1	2	-0.68
CC(Nc1ccc(Cl)cc1)c1cc(Cl)ccc1O (stereo unspecified)	-6	-0.73
C1CCC(C23CC4CC(CC(C4)C2)C3)NC1 (stereo unspecified)	3	0.67
CC(=O)Nc1ccc2nc(C)n(Cc3ccc(Cl)cc3)c(=O)c2c1	-5	-0.03
CCCC(=O)Nc1sc2c(c1C(=O)OC)C(C(=O)OC)CC2 (stereo unspecified)	4	1.1
CCCN(CCC)CCNC(=O)Cn1cnc2sc(C)c(S(=O)(=O)N3CCOCC3)c2c1=O	-4	0.31
CCN(CC)C(=O)N1CCc2ccccc2C1CN1C(=O)c2ccccc2C1=O (stereo unspecified)	0	-0.62
CCOC(=O)c1ccccc1NC(=O)Cc1ccccc1OC	2	-1.3
CC(C)(C)NC(=O)CSc1nncn1NCc1c(Cl)cccc1Cl	-1	0.18
CCc1cc(C(=O)Nc2ccc(C)cc2Br)cs1	-4	-0.3
CCn1c(Cc2ccccc2)nnc1SCC(=O)Nc1ccccc1N1CCOCC1	-1	-0.05
COc1ccc(C(=O)COC(=O)C(CCCCN2C(=O)C3C4C=CC(C4)C3C2=O)N2C(=O)C3C4C=CC(C4)C3C2=O)cc1 (stereo unspecified)	1	-0.67
O=C(Cn1cnc2c(nnn2Cc2ccc(F)cc2)c1=O)OCc1ccccc1	2	0.39
COc1ccc(C(C(=O)NC2CCCCC2)N(CC2CCCO2)C(=O)C2COc3ccccc3O2)cc1OC (stereo unspecified)	7	-0.28
COCCN1CCN(c2cc(-c3ccccc3)nc3cc(-c4cccc(F)c4)nn23)CC1	0	0.89
CC(=O)c1cccc(NC(=O)c2ccc(N(Cc3ccccc3C)S(C)(=O)=O)cc2)c1	6	-2.4
O=C(O)CCC(=O)Nc1ccccc1C(=O)NCc1ccco1	-1	2

Other entries follow:
SMILES	EphB4 ephrin blk	PTK2B oligo ant
O=S(=O)(c1ccc(S(=O)(=O)N(Cc2ccccc2)Cc2ccco2)cc1)N1CCCC1	0	-0.1
CN1CCN(C2=Cc3ccc(Cl)cc3Sc3ccc(F)cc32)CC1	-6	-0.2
CCOC(=O)Cc1c(C)nc2cc(C)nn2c1C	2	0.25
Cc1cc(=O)oc2cc(OCC(=O)N3CCOCC3)ccc12	1	0.55
CCOC(=O)C1CCN(C(=O)c2sc3ncnc(N4CCC(C)CC4)c3c2C)CC1	-8	-0.06
COc1ccc(-c2nnc(SCC(=O)NCCc3ccccc3)o2)cc1	6	-0.32
Cn1c(=O)c2c(nc(CN3CCc4ccccc4C3)n2CC(=O)c2ccccc2)n(C)c1=O	-7	0.02
CC(/C=C/c1ccc(O)cc1)=N/O	-6	-0.33
COC(=O)c1c(C(=O)OC)c2cc(C(=O)c3ccccc3)ccn2c1Cl	-1	-0.76
CC1(C)OC(=O)N(c2ccccc2)C12C=Cc1c(ccc3ccccc13)O2 (stereo unspecified)	1	-0.1
CCNc1nc(NCC)nc(SCCOC(=O)Nc2ccccc2)n1	4	-0.19
O=C1C2C(C(=O)N1c1ccc3c(c1)OCO3)C1C=CC2C12CC2 (stereo unspecified)	-3	-0.89
CCOc1nc(NCCO)nc(NCCC2=CCCCC2)n1	0	1.6
COc1ccc(CCNC(=O)C(=O)NCC2CCCO2)cc1 (stereo unspecified)	5	-0.14
CCN(Cc1ccccc1)C(c1ccccn1)c1nnnn1C1CCCCC1 (stereo unspecified)	4	-0.62
Cc1ccc(-n2nnnc2-c2ccco2)cc1	0	-0.1
CNC(=S)N/N=C/c1ccc(C(C)C)cc1	2	0.96
